Abeta rescue – compounds reversing amyloid beta toxicity in yeast. 410,000 compounds, 0.063% hits. Potency, µM (doses to about 46.1 µM), without a hit: at the highest dose growth rescue, usual class: activators. yeast expressing A-beta42, growth rescue, OD600, 48 h; response scale: 0% DMSO, 100% iron-clioquinol control; also: potency is read from the fitted curve at half-maximal effect; nearly all actives have a fitted effect of over 55% in size
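Yeast growth medium received pinned compounds, then yeast cells expressing toxic A-beta were added; plates incubated at 30 C for 48 hr. Growth read as absorbance at 600 nm, normalized to DMSO and equimolar FeCl3 plus clioquinol controls.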
aSyn yeast inh – inhibitors of alpha-synuclein toxicity in yeast. Yeast expressing alpha-synuclein, growth rescue, BacTiter-Glo, 24 h. Potency, µM (top dose mostly 46.1 µM), for the others: at the top dose growth rescue (activation), hits mostly activators. 370,000 compounds, 0.14% hits; also: potency is read from the fitted curve at half-maximal effect; % of control where 0% means no effect; nearly all actives have a fitted effect of over 65% in size
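Galactose-induced alpha-syn yeast (OD600=0.02, raffinose-pregrown) + pinned cpd, 24 hr, 30 deg C; growth by BacTiter-Glo luminescence. Growth restoration scores as activation.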
EPAC2 antagonist – EPAC2 (human) antagonism; Potency, µM (doses to about 114 µM), for the others: top-dose activity, negative = inhibition, most hits filed as inhibitors; EPAC2 GEF exchange of Rap1B-BODIPY-GDP, fluorescence; Q8WZA2; 360,000 compounds, 0.18% hits; also: potency is read from the fitted curve at half-maximal effect; % is scaled to controls: 0 for no effect and ±100 for the full control effect; nearly all actives have a fitted effect of over 45% in size; many of its hits are not listed in these tables
Target sequence (Q8WZA2 whole entry, looked up): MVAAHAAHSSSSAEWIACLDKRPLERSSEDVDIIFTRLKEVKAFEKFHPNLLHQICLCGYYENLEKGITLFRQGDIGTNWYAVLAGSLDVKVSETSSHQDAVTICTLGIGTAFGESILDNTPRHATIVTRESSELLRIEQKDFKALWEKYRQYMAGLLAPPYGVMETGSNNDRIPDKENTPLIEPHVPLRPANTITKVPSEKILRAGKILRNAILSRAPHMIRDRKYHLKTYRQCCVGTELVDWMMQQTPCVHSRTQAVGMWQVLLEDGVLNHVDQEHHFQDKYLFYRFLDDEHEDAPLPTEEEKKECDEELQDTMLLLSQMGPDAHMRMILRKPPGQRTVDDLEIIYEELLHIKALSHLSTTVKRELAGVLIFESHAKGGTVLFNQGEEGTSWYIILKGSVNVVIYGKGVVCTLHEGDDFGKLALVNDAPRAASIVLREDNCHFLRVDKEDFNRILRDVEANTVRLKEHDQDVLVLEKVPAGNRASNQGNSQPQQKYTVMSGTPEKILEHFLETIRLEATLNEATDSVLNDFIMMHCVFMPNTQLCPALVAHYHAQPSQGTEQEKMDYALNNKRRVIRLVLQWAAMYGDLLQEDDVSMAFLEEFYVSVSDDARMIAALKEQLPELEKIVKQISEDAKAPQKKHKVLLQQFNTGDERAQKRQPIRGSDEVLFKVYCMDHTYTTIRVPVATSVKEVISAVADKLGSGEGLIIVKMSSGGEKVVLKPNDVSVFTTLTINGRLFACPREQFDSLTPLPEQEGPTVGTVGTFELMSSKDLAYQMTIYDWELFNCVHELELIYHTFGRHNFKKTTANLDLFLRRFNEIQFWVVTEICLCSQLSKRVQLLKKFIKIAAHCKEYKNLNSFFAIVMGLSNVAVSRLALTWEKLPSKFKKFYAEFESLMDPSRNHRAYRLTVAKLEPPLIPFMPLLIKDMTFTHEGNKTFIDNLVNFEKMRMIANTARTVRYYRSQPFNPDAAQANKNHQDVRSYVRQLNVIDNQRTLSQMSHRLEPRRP
EPAC2 agonist – agonists of human EPAC2 (RAPGEF4) | Q8WZA2 | EPAC2 activation, biochemical qHTS; response scale: 100% = 6.5 mM cAMP response | Potency, µM (top dose mostly 154 µM), for the others: at the highest dose activation, usual class: activators | 360,000 compounds, 0.079% hits | AID 720711; also: potency is read from the fitted curve at half-maximal effect; nearly all actives have a fitted effect of over 50% in size
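Exchange assay: 100 nM EPAC2 with 250 nM Rap1B-BODIPY-GDP and 50 uM GDP. Fluorescence (ex 480/em 540 nm) read every 5 min for 30 min at room temperature. Data normalized to 6.5 mM cAMP as agonist control.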
FUS yeast rescue – suppressors of FUS proteinopathy in yeast. S. cerevisiae FUS-expressing, growth rescue, OD600, 24 h. Potency, µM (series often up to 76.6 µM), inactives show at the highest dose growth rescue (activation), usual class: activators. 390,000 compounds, 0.24% hits;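 also: potency is read from the fitted curve at half-maximal effect; plate controls were DMSO vehicle for no effect and reference control for full effect; nearly all actives have a fitted effect of over 55% in size; some results filed as inactive show a strong effect at the top dose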
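Compound concentration series was pinned onto galactose-induced FUS-expressing yeast seeded at OD 0.005. Plates sat 24hr at 30C; absorbance at 600 nm gave growth. DMSO served as background control.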
DRD3 antagonist – antagonists of human D3 dopamine receptor; max response, negative = inhibition, %; 360,000 compounds, 2.5% hits; P35462; D3R cells, DiscoveRx beta-arrestin luminescence, antagonist mode; active compounds read low; in the data active = max response below about -50%; inconclusive = no clear call, values can overlap the other calls; also: % is scaled to controls: 0 for no effect and ±100 for the full control effect; mostly tested at two doses, the higher about 12 µM
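Cells expressing the human receptor were seeded at 1500 cells/well, incubated overnight at 37 degrees C in 5% CO2, then exposed to library compounds with dopamine controls for 90 minutes at 37 degrees C before luminescent detection.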
TDP43 rescue – TDP-43 toxicity inhibition in yeast; 410,000 compounds, 1.8% hits; TDP-43 expressing yeast growth rescue, BacTiter-Glo, 24 h; Potency, µM (titrated, usually from 46.1 µM), inactives show top-dose growth rescue (activation), usual class: activators; also: potency is read from the fitted curve at half-maximal effect; % of control where 0% means no effect; nearly all actives have a fitted effect of over 50% in size
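In this qHTS, compounds that restore growth of yeast expressing TDP-43 appear as activators. Cells (OD600=0.02, galactose medium, raffinose-pregrown) are incubated with compound 24 hr at 30 deg C and growth is quantified by BacTiter-Glo.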
D3 ag – agonists of human D3 dopamine receptor; D3R DiscoveRx beta-arrestin cells, luminescence, 90 min; max activation, %; 410,000 compounds, 0.58% hits; AID 652048; in the data active = max activation above about 30%; also: 0% is about no effect; mostly tested at two doses, the higher about 12 µM
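Cells at 1500/well, incubated overnight, then treated with pinned compounds (dopamine as control) for 90 min at 37 degrees C. DiscoveRx reagent added for 30 - 60 minutes at room temperature; luminescence read.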
* hit, by the source's call; ? = inconclusive; . = no result given; & = joins results of further samples; [ ] = another dose, or the depositor's remark. Unless noted, calls follow the shape of the dose curve; as a rule, active = well fitted curve in the direction sought with a large enough effect; inconclusive = small, poorly fitted or top-dose-only effect, or another doubt; inactive = no such curve, though single readings can be large; an effect the other way counts as inactive or inconclusive.

SMILES	Abeta rescue	aSyn yeast inh	EPAC2 antagonist	EPAC2 agonist	FUS yeast rescue	DRD3 antagonist	TDP43 rescue	D3 ag
CCOC(=O)N1CCN(C(=O)c2cc(COc3cccc(C(C)=O)c3)on2)CC1	9%	-1%	-7%	-2%	3%	9	?	6
O=C(CN1CCCC1c1cccs1)N1CCN(S(=O)(=O)c2ccccc2)CC1 (stereo unspecified)	4%	2%	-9%	3%	4%	-14	23%	4
Cn1c(=O)oc2cc(S(=O)(=O)N3CCC(C(=O)N4CCN(c5ccc(Cl)cc5)CC4)CC3)ccc21	3%	.	.	.	-14%	.	16%	-3
COc1ccccc1-c1cnc(C(O)c2ccc(SC)cc2)[nH]1 (stereo unspecified)	-5%	1%	10%	7%	-9%	-7	23%	-1
CCC(Sc1nc2ncccc2[nH]1)C(=O)NC1CCC(C)CC1 (stereo unspecified)	3%	3%	-10%	4%	-1%	-6	16%	-13
CCNC(=S)N1CCN(C(c2ccccc2)c2ccccc2)CC1	-3%	11%	-9%	16%	0%	-20	-18%	-10
CCOC(=O)[C@@H]1[C@H]2COc3cc(OC)ccc3[C@@H]2N2C(=O)N(c3ccc(C(F)(F)F)cc3)C(=O)[C@]12C	2%	2%	-7%	7%	-18%	5	9%	46*
O=C(NCCc1ccccc1)c1ccc2c(c1)S(=O)(=O)c1cc(Cl)ccc1C2=O	5%	-2%	24%	4%	-21%	5	25%	14
O=C(Nc1cccc(F)c1)N1CCC(n2c(=O)[nH]c3ccccc32)CC1	-11%	0%	1%	5%	27%	-19	-18%	-38
O=[N+]([O-])c1cccc(-c2ccc(/C=N/Nc3nc(N4CCCCC4)nc(N4CCCCC4)n3)o2)c1	-20%	-24%	2%	-2%	-10%	108	?	52*
CCC1CCCCN1CCCNC(=O)c1ccc2nc(N3CCCCC3)sc2c1 (stereo unspecified)	-17%	22%	10%	0%	26%	-6	-8%	-15
CCN(CC)C(=O)N1CCN(S(=O)(=O)c2ccc(C)c(C)c2)CC1	-11%	-4%	25%	19%	?	-9	-1%	4

Twelve of these compounds, set out differently:
Results follow in this order: Abeta rescue	aSyn yeast inh	EPAC2 antagonist	EPAC2 agonist	FUS yeast rescue	DRD3 antagonist	TDP43 rescue	D3 ag
CCOC(=O)N1CCN(C(=O)c2cc(COc3cccc(C(C)=O)c3)on2)CC1
 : 9%	-1%	-7%	-2%	3%	9	?	6
O=C(CN1CCCC1c1cccs1)N1CCN(S(=O)(=O)c2ccccc2)CC1 (stereo unspecified)
 : 4%	2%	-9%	3%	4%	-14	23%	4
Cn1c(=O)oc2cc(S(=O)(=O)N3CCC(C(=O)N4CCN(c5ccc(Cl)cc5)CC4)CC3)ccc21
 : 3%	.	.	.	-14%	.	16%	-3
COc1ccccc1-c1cnc(C(O)c2ccc(SC)cc2)[nH]1 (stereo unspecified)
 : -5%	1%	10%	7%	-9%	-7	23%	-1
CCC(Sc1nc2ncccc2[nH]1)C(=O)NC1CCC(C)CC1 (stereo unspecified)
 : 3%	3%	-10%	4%	-1%	-6	16%	-13
CCNC(=S)N1CCN(C(c2ccccc2)c2ccccc2)CC1
 : -3%	11%	-9%	16%	0%	-20	-18%	-10
CCOC(=O)[C@@H]1[C@H]2COc3cc(OC)ccc3[C@@H]2N2C(=O)N(c3ccc(C(F)(F)F)cc3)C(=O)[C@]12C
 : 2%	2%	-7%	7%	-18%	5	9%	46*
O=C(NCCc1ccccc1)c1ccc2c(c1)S(=O)(=O)c1cc(Cl)ccc1C2=O
 : 5%	-2%	24%	4%	-21%	5	25%	14
O=C(Nc1cccc(F)c1)N1CCC(n2c(=O)[nH]c3ccccc32)CC1
 : -11%	0%	1%	5%	27%	-19	-18%	-38
O=[N+]([O-])c1cccc(-c2ccc(/C=N/Nc3nc(N4CCCCC4)nc(N4CCCCC4)n3)o2)c1
 : -20%	-24%	2%	-2%	-10%	108	?	52*
CCC1CCCCN1CCCNC(=O)c1ccc2nc(N3CCCCC3)sc2c1 (stereo unspecified)
 : -17%	22%	10%	0%	26%	-6	-8%	-15
CCN(CC)C(=O)N1CCN(S(=O)(=O)c2ccc(C)c(C)c2)CC1
 : -11%	-4%	25%	19%	?	-9	-1%	4

(list continues)
SMILES	Abeta rescue	aSyn yeast inh	EPAC2 antagonist	EPAC2 agonist	FUS yeast rescue	DRD3 antagonist	TDP43 rescue	D3 ag
O=C(c1ccco1)N(CCC(c1ccccc1)c1ccco1)Cc1ccc(F)cc1 (stereo unspecified)	13%	3%	-4%	12%	31%	18	-10%	11
COc1ccc2cc(C(=O)NCc3ccc4c(c3)CCN4C(=O)c3ccccc3)[nH]c2c1	0%	.	.	.	-3%	.	24%	5
COC(=O)C(C)NS(=O)(=O)c1ccc(NC(C)=O)cc1 (stereo unspecified)	-6%	-16%	-4%	-4%	-12%	7	3%	4
NC(=O)NC(CC(=O)NCCc1ccc(S(N)(=O)=O)cc1)c1ccc(Cl)cc1 (stereo unspecified)	8%	8%	3%	5%	5%	4	0%	-1
COc1cc(C(=O)Nc2nccs2)c(Br)c(OC)c1OC	20%	1%	-1%	3%	16%	8	0%	3
CC(=O)Nc1ccc2cnn(C(C)=O)c2c1	-21%	-2%	14%	6%	9%	4	13%	1
O=C(CCN1CCCCC1)c1ccccc1	14%	1%	-2%	16%	5%	-21	-4%	-4
COc1cc(OC)c(CN2CCCCCCC2)cc1Br	4%	0%	7%	5%	12%	?	-12%	-32
COc1ccc(C2(NC(C)=O)CCN(C(=O)c3cccs3)CC2)cc1	13%	1%	2%	6%	-4%	16	15%	2
CCc1c(O)nc(N2CCN(Cc3ccccc3)CC2)[nH]c1=O	-7%	-6%	12%	3%	33%	-21	0%	-3
O=[N+]([O-])c1cc(C(F)(F)F)ccc1Cl	-5%	0%	5%	13%	-39%	17	14%	-1
Cc1cccc(C)c1OCCCn1c(CCNC(=O)C2CCCCC2)nc2ccccc21	7%	16%&3%	.	.	23%	.	15%	-11
Cc1occc1C(=O)N1N=C(C2CC2)CC1(O)C(F)(F)F (stereo unspecified)	10%	-2%	?	13%	40%	-15	1%	-10
Cc1cc(=O)[nH]c2c(C)cc(S(=O)(=O)N3CCOCC3)cc12	-6%	0%	4%	4%	2%	16	15%	1
O=C(CCCC(=O)NNC(=O)Nc1ccccc1)NNC(=O)Nc1ccccc1	-20%	6%	16%	6%	2%	5	11%	2
O=C(c1cc(N2C(=O)C3C4CCC(C4)C3C2=O)ccc1Cl)N1CCN(c2ccc(F)cc2)CC1 (stereo unspecified)	0%	15%	-8%	2%	.	-12	-3%	-4
C=CCN(C(C(=O)OC)C(C)C)S(=O)(=O)CCNCc1ccccc1 (stereo unspecified)	3%	-1%	-2%	4%	-6%	-17	10%	-1
Cc1cccnc1NC(=S)NC(=O)c1cncc(Br)c1	-8%	-19%	19%	7%	12%	-16	-9%	-18
COc1ccccc1C(=O)OCC(=O)NC(C)CCc1ccccc1 (stereo unspecified)	-9%	7%	-10%	-2%	9%	?	4%	8
c1ccc(-c2noc(-c3ccc4c(c3)OCO4)n2)nc1	-56%[inhibitor]	-72%[inhibitor]	10%	5%	-17%	-16	-56%[inhibitor]	4
CCOc1ccccc1CN1CCN(S(=O)(=O)CC)CC1	-24%	5%	-2%	14%	-5%	-51*	-11%	-5
O=C(CCCCCNC(=O)c1ccccc1)N/N=C/c1ccccc1O	18%	0%	3%	7%	.	4	-10%	2
Cc1noc(C)c1C(=O)N1CCN(Cc2ccccc2)CC1	2%	0%	4%	5%	3%	4	12%	0
N#CCC(=O)Nc1ccc(C(=O)OCC(=O)N(Cc2ccccc2)C2CCS(=O)(=O)C2)cc1 (stereo unspecified)	12%	0%	-4%	3%	-1%	3	13%	1
CCOC(=O)C1(CCCc2ccccc2)CCN(C(=O)c2n[nH]c(CC)c2C)CC1	-2%	30%	-17%	-1%	38%	1	13%	5
Cc1ccc(Nc2c([N+](=O)[O-])c(=O)oc3ccccc23)cc1	-12%	7%	-4%	-3%	-22%	-8	?	-6
COc1ccc(OC)c(-n2c(=S)[nH]c3cc(C(=O)N4CCCCC4)ccc3c2=O)c1	-1%	1%	20%	10%	38%	-10	-8%	-4
CCC(CO)Oc1cc(NCc2ccc(C)cc2)c2ncn(C(C)C)c2c1 (stereo unspecified)	7%	11%	7%	3%	10%	-18	15%	6
CC(=O)Nc1c(C(=O)C2CC2)oc2ccccc12	-3%	5%	4%	3%	18%	-6	-14%	-3
O=S1(=O)CCOC[C@H](CC2CCCCC2)N1Cc1cccc(C(F)(F)F)c1	-18%	?	?	-11%	6%	-2	?	1
Cn1c(CNC(=O)CSc2n[nH]c(-c3ccccc3)n2)nc2ccccc21	-11%	.	.	.	4%	.	14%	2
C/C(=N\NC(=O)CCCNc1ccc(C)cc1)c1ccccn1	10%	11%	-3%	2%	.	-2	?	-4
Cc1nn(C)c(C)c1S(=O)(=O)N1CCCC(C(=O)N2CCN(c3ccccc3)CC2)C1 (stereo unspecified)	-11%	2%	8%	7%	30%	-14	7%	-5
CC(C)Oc1ccc(C(=O)N2CC(=O)Nc3ccc(F)cc3C2c2ccc(F)cc2)cc1 (stereo unspecified)	7%	.	.	.	35%	.	?	3
COc1cccc(-c2nn(-c3ccc(C)cc3)cc2C(=O)NCC(c2cccs2)N2CCOCC2)c1 (stereo unspecified)	28%	12%	-1%	5%	?	15	-4%	-17
CC(C)NC(=O)CN(Cc1ccc(F)cc1)C(=O)CCC(=O)Nc1nccs1	2%	2%	0%	10%	8%	-22	-11%	-2
CCc1ccccc1NC(=S)Nc1cc(OC)c(NC(=O)C(C)C)cc1OC	22%	-3%	-3%	1%	23%	6	6%	2

High-throughput results (PubChem)

This is a subset (hit frequency here may not be typical).
